ERK AVP inh: inhibitors of vasopressin-stimulated ERK signaling pathway | HEK293-V1b, vasopressin-stimulated pERK AlphaScreen | Potency, µM (highest dose often 57.5 µM), without a hit: top-dose activity, negative = inhibition, hits mostly inhibitors | actives 0.99% (n = 72,000); further: potency means the concentration at half of the fitted maximal effect; on the % scale 0 is the no-effect control and ±100 the full control effect; nearly all actives have a fitted effect of over 55% in size
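qHTS, compounds titrated on V1b-expressing HEK293 cells. Preincubation 30 min at 37C, vasopressin 25 nM for 5 min, lysis 10 min, bead incubation 5 hr at room temperature.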
DNA Pol III inh: blocks replication by bacterial DNA polymerase III holoenzyme. actives 0.25% (n = 71,000). AID 603. Potency, µM (doses to about 57.1 µM), inactives show at the highest dose activity change, negative = inhibition. reconstituted DNA polymerase III holoenzyme replication, biochemical; further: potency means the concentration at half of the fitted maximal effect; on the % scale 0 is the no-effect control and ±100 the full control effect
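Reconstituted *E. coli* holoenzyme (0.35 nM Pol III, 1 nM beta, 154 nM SSB, 2 nM primase) was preincubated with compound for 15 min at RT. Synthesis on 1.4 nM ssM13Gori ran 35 min, then was stopped with PicoGreen/EDTA and read as dsDNA fluorescence.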
UbGFP stabilizer: ubiquitin-GFP accumulation via proteasome inhibition | Ubiquitin-GFP reporter cells, proteasome inhibition, GFP fluorescence; response scale: untreated = 0%, 10 µM MG-132 = 100% | Potency, µM (titrated, usually from 45.9 µM), for inactives: at the top dose activation (GFP accumulation), hits mostly activators | 67,000 tested, under 10 active | AID 526; active means well fitted activation curve with a large enough effect, not every such curve was filed as active; inconclusive means small, poorly fitted or top-dose-only effect, or another doubt; inactive means no such curve, though single readings can be large or run the other way; further: potency means the concentration at half of the fitted maximal effect
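U2OS cells stably expressing ubiquitin(G76V)-GFP, seeded overnight in 0.5% FBS medium, were exposed to compounds (qHTS, 46 uM to 2.9 nM) for 4 hr at 37 °C. GFP-positive cells were counted by laser cytometry (488 ex/515 em), normalized between basal and 10 uM MG-132.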
HBB splicing: hemoglobin beta splicing modulation; Potency, µM (doses to about 46.1 µM), without a hit: top-dose activation, most hits filed as activators; actives 0.06% (n = 65,000); HBB splicing reporter cell assay, activation; EGFP reporter with mutant IVS2-654 intron; response scale: normalised to 500 nM splice-correcting PNA; AID 925; further: potency means the concentration at half of the fitted maximal effect; 0% is about no effect
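Compounds were applied for 2 days to HeLa EGFP-654 cells, 500/well in Optimem with 2% FCS. The reporter's EGFP is disrupted by mis-splicing of beta-globin intron IVS2-654. Readout: summed well GFP fluorescence from 488 nm laser scanning; reference was 500 nM antisense […] 654 PNA.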
ALOX15 inhib: inhibitors of human 15-lipoxygenase (ALOX15). P16050. purified 15hLO-1, xylenol orange hydroperoxide absorbance. Potency, µM (top dose mostly 57.1 µM), without a hit: at the top dose activity change, negative = inhibition, hits mostly inhibitors. actives 1.4% (n = 74,000). AID 887; further: potency means the concentration at half of the fitted maximal effect; on the % scale 0 is the no-effect control and ±100 the full control effect; nearly all actives have a fitted effect of over 55% in size
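40 nM 15hLO-1 + cpd, 15 min RT; start w/ 50 uM AA (final), 6 min RT; stop/detect w/ 200 uM XO + 300 uM Fe(II) in 50 mM H2SO4, 30 min; A573/A405. Buffer 25 mM Hepes pH 7.5, 0.01% Triton X-100. No-enzyme wells as negative control.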
CRE-bla Fsk: alters forskolin-stimulated CRE reporter signaling in CHO cells. CHO CRE-bla reporter (cAMP response element driving beta-lactamase), forskolin EC10, beta-lactamase ratio. Potency, µM (titrated, usually from 38.2 µM), without a hit: at the highest dose activity change, negative = inhibition, hits mostly activators. actives 2.5% (n = 71,000). AID 662; active means well fitted activation curve with a large enough effect in the signal ratio, with a control signal flat, not every such curve was filed as active; inconclusive means small, poorly fitted or top-dose-only effect, or effect the other way, or a change in a side signal; the % refers to the signal ratio; further: potency means the concentration at half of the fitted maximal effect; % of control where 0% means no effect
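Modulation of forskolin-driven signalling is measured in CHO cells carrying a CRE-controlled beta-lactamase reporter. Cells are stimulated with EC10 NKH 477 in the presence of titrated compound for 3 h at 37 °C, then loaded with CCF4 for 2 h at room temperature.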
Tau fil binding: binders of human tau filaments | recombinant tau filaments, thioflavin S fluorescence, 15 h; filaments grown with octadecylsulfate alongside compound | Potency, µM (doses to about 57.1 µM), without a hit: at the highest dose activity change, negative = inhibition | actives 2% (n = 71,000) | AID 596;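 further: potency means the concentration at half of the fitted maximal effect; on the % scale 0 is the no-effect control and ±100 the full control effect; actives lower thioflavin S fluorescence by blocking filaments or displacing dye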
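His-tagged recombinant human tau (exons 2, 3, 10; 1 uM final) fibrillized with 30 uM sodium octadecylsulfate, 15 h at 37 C, in pH 7.4 HEPES buffer with 10 uM thioflavine S and 5 mM DTT. Reduced ThS fluorescence (450/510 nm) marks activity.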
HADH2 inh: blocks human hydroxyacyl-CoA dehydrogenase type II | Q99714 | recombinant HADH2, NADH fluorescence, beta-hydroxybutyryl-CoA | Potency, µM (series often up to 57.1 µM), for inactives: at the top dose activity change, negative = inhibition, actives largely listed as inhibitors | actives 3.4% (n = 73,000); further: potency means the concentration at half of the fitted maximal effect; on the % scale 0 is the no-effect control and ±100 the full control effect; nearly all actives have a fitted effect of over 60% in size; many of its hits are not listed in these tables
Target sequence (Q99714 whole entry, looked up, one chain of several): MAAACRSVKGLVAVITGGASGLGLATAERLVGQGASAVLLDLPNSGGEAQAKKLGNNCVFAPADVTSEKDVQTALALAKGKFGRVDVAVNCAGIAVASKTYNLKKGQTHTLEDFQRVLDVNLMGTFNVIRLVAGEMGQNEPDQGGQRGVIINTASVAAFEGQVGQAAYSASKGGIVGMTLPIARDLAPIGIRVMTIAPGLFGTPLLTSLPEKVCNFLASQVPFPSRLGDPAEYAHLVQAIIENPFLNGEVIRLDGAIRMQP
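Activity measured as NADH fluorescence gain (360/450 nm), taken as the change between first and last reads of a 4-min kinetic run. Conditions: pH 9.0 Tris buffer, 20 nM E. coli-expressed His-tagged enzyme, 1 mM NAD+, 90 uM beta-hydroxybutyryl-CoA; 15-min compound preincubation.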
GFP derepression: derepresses silenced GFP locus in mouse C127i cells. mouse C127i GFP locus derepression, cytometry, 30 h. Potency, µM (series often up to 46.1 µM), inactives show at the top dose GFP derepression (activation). actives 0.09% (n = 68,000); further: % of control where 0% means no effect
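Locus derepression in mouse mammary C127i cells whose integrated CMV-GFP reporter is normally silent; GFP expression after 30 h compound treatment was quantified by counting fluorescent cells.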
Hsp90 Hop PPI: changes Hsp90-Hop TPR2A binding signal, up or down. Potency, µM (highest dose often 57 µM), inactives show at the highest dose activity change, negative = inhibition. actives 0.44% (n = 71,000). AlphaScreen TPR2A-His6 binding biotin-Hsp90 C-terminal peptide; active means well fitted curve in either direction with a large enough effect; inconclusive means small, poorly fitted or top-dose-only effect, or another doubt; further: potency means the concentration at half of the fitted maximal effect; on the % scale 0 is the no-effect control and ±100 the full control effect; many of its hits are not listed in these tables
Luciferase inh: blocks Photinus pyralis firefly luciferase activity; P08659; purified firefly luciferase, luminescence, 8 min; Potency, µM (titrated, usually from 57.1 µM), inactives show at the highest dose activity change, negative = inhibition, most hits filed as inhibitors; actives 2.2% (n = 72,000); AID 411; further: potency means the concentration at half of the fitted maximal effect; on the % scale 0 is the no-effect control and ±100 the full control effect; nearly all actives have a fitted effect of over 40% in size
Target sequence (P08659 whole entry, looked up): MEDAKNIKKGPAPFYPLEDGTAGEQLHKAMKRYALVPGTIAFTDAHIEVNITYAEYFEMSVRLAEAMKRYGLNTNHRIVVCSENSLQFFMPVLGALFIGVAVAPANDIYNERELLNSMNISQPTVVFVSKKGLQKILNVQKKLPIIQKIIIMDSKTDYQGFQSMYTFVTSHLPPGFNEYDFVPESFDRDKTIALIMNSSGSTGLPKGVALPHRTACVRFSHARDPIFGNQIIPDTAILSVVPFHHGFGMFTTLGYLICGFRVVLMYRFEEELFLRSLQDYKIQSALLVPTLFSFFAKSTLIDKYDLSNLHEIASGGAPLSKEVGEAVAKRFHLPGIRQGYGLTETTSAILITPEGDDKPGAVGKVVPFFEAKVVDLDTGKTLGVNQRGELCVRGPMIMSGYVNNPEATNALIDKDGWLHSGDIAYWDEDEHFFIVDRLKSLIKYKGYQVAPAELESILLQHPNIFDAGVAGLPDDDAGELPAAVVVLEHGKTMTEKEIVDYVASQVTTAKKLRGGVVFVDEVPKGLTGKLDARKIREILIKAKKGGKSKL
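Substrate buffer containing 10 uM ATP (pH 7.2 imidazole, Mg2+, KCl, detergent, BSA) is dispensed, compound pinned in, then luciferase/luciferin detector mix added. After 8 min at ambient temperature, light output is measured.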
The depositor's hits bear a star; u = inconclusive; x = not tested or not shown; [ ] = dose if it differs, or a comment. Unless noted, the call rests on the fitted dose curve; in most records, active means well fitted curve in the direction sought with a large enough effect; inconclusive means small, poorly fitted or top-dose-only effect, or another doubt; inactive means no such curve, though single readings can be large; an effect the other way counts as inactive or inconclusive. Not all compounds are listed; rates above refer to the full screens.

SMILES	ERK AVP inh	DNA Pol III inh	UbGFP stabilizer	HBB splicing	ALOX15 inhib	CRE-bla Fsk	Tau fil binding	HADH2 inh	GFP derepression	Hsp90 Hop PPI	Luciferase inh
COc1ccc(C2CC(C(F)(F)F)n3nc(C(N)=O)c(Cl)c3N2)cc1OC (centres undefined)	u	-4%	2%	x	-26%	u	-20%	36%[activator]	1%	47%	1%
C[N+]1=C2CCCCCN2C(O)(c2ccccc2)C1 (centres undefined)	4%	-3%	3%	-0.5%	10%	-5%	-14%	1%	0%	-1%	2%
CCCCC#Cc1nc(NC)c2ncn([C@@H]3O[C@@H](CO)[C@H](O)[C@H]3O)c2n1	u	-10%	-7%	x	0%[25.6 µM]	20µM*	7%	6%	1%	2%	-5%
COc1ccc(NC(=O)c2c(OC)cccc2OC)c(OC)c1	-11%	-1%	-3%	1.0%	-3%	6%	16µM*	-12%	8%	u	-2%
Cc1cc(=S)[nH]c2ccccc12	-10%	-3%	-2%	-1.1%	u	u	7%	u	-1%	3%	0%
O=C(O)c1cc2c(s1)-c1ccccc1OC2	33%[activator]	-6%	-3%	0.7%[57.5 µM]	-1%	-1%	-1%	25µM*	5%	1%	1%
CS(=O)(=O)Nc1cccc(-c2cncnc2NCc2cccnc2)c1	-3%	-2%	-1%	0.0%	-16%	-1%	5%	-5%	-5%[9.22 µM]	-1%	2%[2.29 µM]
Oc1cc(Cc2ccccc2)cnc1CN1CCCCC1	-12%	1%	6%	-1.3%	2%	-8%	-7%	8%	0%	-5%	0%
c1ccc(-c2ncnc3nc4n(c23)CCC4)cc1	6%	1%	-3%	-1.6%	4%	2%	-3%	-4%	8%	-1%	0%
COc1cccc(CN(C)C(=O)c2ccc(S(=O)(=O)N3CCCC3)cc2)c1OC	4%	5%	0%	0.0%[57.5 µM]	9%	-11%	-4%	14%	0%	0%	3%
CN(C)S(=O)(=O)c1cccc(C(=O)OCC(=O)Nc2sccc2C(N)=O)c1	-1%	-1%	3%	-0.2%[57.5 µM]	-10%	u	8%	1%	8%	-3%	3%
CCC(=O)N1CCCc2cc(S(=O)(=O)N3CCN(C4CCCCC4)CC3)ccc21	43%	0%	0%	-1.4%	-3%	u	2%	-5%	-2%	u	1%
Cc1cccc(NC(=O)N2CCC(NC(=O)c3ccccc3C)CC2)c1	3%	0%	0%	0.2%[57.5 µM]	-2%	-6%	1%	-1%	0%	2%	-1%
CC(=O)Nc1ccc(N=Cc2nc(-c3ccc(C)cc3)oc2O)cc1	6%	-1%	8%	-2.1%	-8%	u	45%	14%	-1%	1%	-3%
COc1ccc(N(CC(=O)NC2CCCCC2)S(=O)(=O)c2cccnc2)cc1	-6%	1%	18%	-0.4%	5%	-8%	-4%	5%	-2%	-1%	2%
O=C1Nc2cc(Cl)cnc2N2CCCC12 (centres undefined)	-15%	1%	3%	0.2%	u	8%	289%	u	-3%	-3%	-6%
Cn1c(=O)c2cc(S(=O)(=O)N3CCC(c4ccccc4)CC3)ccc2n(C)c1=O	2%	-1%	0%	1.8%	-3%	-16%	-9%	17%	6%	-4%	2%
c1c[nH]cn1	16%	-2%	x	0.6%	-6%	-12%	3%	7%	x	-4%	x
O=C(O)[C@@H]1CCCN1Cc1ccc2c(c1)OCO2	19%[11.5 µM]	-16%[11.4 µM]	-9%[9.17 µM]	1.4%[9.22 µM]	-12%[11.4 µM]	6%[7.6 µM]	5%[11.4 µM]	12%[11.4 µM]	-3%[9.22 µM]	-2%[11 µM]	0%[11.4 µM]
Cc1ccc(-c2nnc(SCC(=O)Nc3ccccc3F)o2)cc1	-17%	1%	2%	0.3%	1%	-5%	15%	2%	0%	-5%	-3%
O=C1OC(=O)c2c(Cl)c(Cl)c(Cl)c(Cl)c21	-5%	-11%	x	0.2%	5%	-6%	21%	-4%	x	1%	x
CC(=O)C1=C(O)C(=O)N(CCCCCC(=O)O)C1c1ccc(N(C)C)cc1 (centres undefined)	1%	-6%	-1%	-0.1%[57.5 µM]	-3%	-9%	-4%	-1%	2%	-2%	0%
O=C(c1cccs1)n1nc(-c2ccccc2)nc1NCc1ccco1	3%	1%	-4%	3.6%	-11%	u	34%	-10%	6%	12%	3%
O=C(CN1CCN(S(=O)(=O)c2ccc(Cl)cc2)CC1)Nc1ccc2c(c1)OCCO2	-2%	0%	-2%	10%[0.369 µM]	0%	u	11%	0%	0%	-2%	8%
O=S(=O)(c1ccccc1)N1CCC2(CCN(c3cccc(-c4ccccc4)c3)CC2)CC1	20%	-6%	-6%	-1.1%	-10%	-1%	7%	-25%	2%[9.22 µM]	u	1%[11.4 µM]
Cc1c(C(=O)O)oc2ccc(S(=O)(=O)NCc3ccc4c(c3)OCO4)cc12	-12%	-1%	-1%	1.7%[57.5 µM]	-1%	15%	0%	-12%	9%	0%	4%
O=C(CN1C(=O)c2ccccc2C1=O)Nc1ccccc1C(=O)N1CCCC1	-5%	-6%	7%	x	5%	0%	-10%	5%	0%	0%	0%
O=C(CCSCCc1ccncc1)NCCCN1CCOCC1	14%	-6%	-7%	-3.1%	0%	-6%	1%	3%	2%	-1%	-1%
O=C(NCc1ccncc1)c1nnc(Cc2c(F)cccc2Cl)o1	8%	-4%	9%	0.8%[1.84 µM]	8%	-5%	-8%	4%	0%	2%	2%
CC(=O)Nc1ccc2c(c1)nc(CCN1CCOCC1)n2C	8%	0%	0%	0.9%	-3%	0%	6%	-3%	-2%	-7%	6%
Cc1nc2ccc(S(=O)(=O)NC(C(=O)NCc3cccs3)C(C)C)cc2s1 (centres undefined)	3%	-7%	-9%	0.1%	-1%	-14%	-8%	8%	x	-3%[2.3 µM]	2%
CCc1nc2ccccc2c(=O)n1CCCCn1c(CC)nc2ccccc2c1=O	13%	-2%	-2%	0.3%	6%	6%	4%	7%	0%	2%	1%
CCOC(=O)N1CCN(S(=O)(=O)/C=C/c2ccccc2)CC1	-7%	-2%	-3%	4.6%	-3%	-1%	1%	-1%	15%	1%	0%
O=C1c2ccccc2S(=O)(=O)N1CC(O)Cn1c2ccccc2c2ccccc21 (centres undefined)	-3%	3%	-1%	-2.7%	-6%	u	54%	-12%	-3%	-2%	-9%
FC(F)(F)c1ccc2c(c1)nc1n2CCCC1	2%	2%	4%	0.0%	9%	10%	-5%	16%	0%	1%	-6%
O=C1NCCCC1C(=O)N1CCN(C(=O)C2CCCNC2=O)CC1 (centres undefined)	-7%	4%	14%	2.1%[1.84 µM]	1%	5%	-2%	-2%	3%	-2%	-1%
CCC(=O)OCc1cc2cccc(C)c2[nH]c1=O	1%	-3%	3%	2.1%[1.84 µM]	-5%	u	7%	-4%	0%	0%	3%
CCOc1ccc(Oc2nc(NCC(C)C)nc(N(C)C)n2)nn1	-27%	3%	-4%	-0.6%	2%	15%	-6%	3%	-3%	-1%	-1%
Cc1cc(C(=O)N2CCc3ccccc32)n(-c2ccccc2)n1	-9%	2%	0%	-0.3%	-5%	-2%	-9%	1%	-3%	-1%	1%
CC(=O)Nc1ccc(S(=O)(=O)NC2(C(F)(F)F)NC(=O)N(C3CCCC3)C2=O)cc1 (centres undefined)	2%	-3%	0%	1.3%	u	3%	2%	0%	10%	-6%	4%
O=C(NCc1cccs1)C1CCCN(S(=O)(=O)c2cccs2)C1 (centres undefined)	6%	-2%	-6%	-1.4%	-6%	u	-1%	1%	1%	6%	4%
O=S(=O)(NC1CCCCC1NS(=O)(=O)c1ccc(F)cc1)c1ccc(F)cc1 (centres undefined)	6%	-2%	4%	-1.9%	3%	u	-10%	11%	27%	-2%	1%

From PubChem
